# Compound activity from PubChem BioAssay.
# NR2E3 ag-1: agonists of human nuclear receptor NR2E3; Q9Y5X4; hit rate 0.12% among 320,000; GST-NR2E3/biotin-RetCOR TR-FRET, 1536-well; AID 2300; inhibition of corepressor binding, % at 4.78 µM;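 active means percent inhibition above the cutoff of mean plus 3 SD of all tested compounds, set per screening campaign, cut at about 20% in these data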;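 further: 0% = DMSO wells and 100% = biotin wells as full block of FRET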
# Target sequence (Q9Y5X4 whole entry, looked up): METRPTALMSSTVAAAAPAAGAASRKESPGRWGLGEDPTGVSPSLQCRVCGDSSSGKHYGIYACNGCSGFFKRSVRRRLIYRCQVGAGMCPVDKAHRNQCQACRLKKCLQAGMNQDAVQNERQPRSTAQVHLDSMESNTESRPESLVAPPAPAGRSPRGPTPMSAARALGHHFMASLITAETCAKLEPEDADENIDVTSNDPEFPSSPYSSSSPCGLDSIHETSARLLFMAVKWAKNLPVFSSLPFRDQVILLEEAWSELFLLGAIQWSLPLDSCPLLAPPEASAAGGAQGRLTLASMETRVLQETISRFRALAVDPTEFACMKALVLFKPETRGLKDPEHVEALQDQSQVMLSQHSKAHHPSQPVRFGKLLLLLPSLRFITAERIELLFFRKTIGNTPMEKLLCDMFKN
#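 System: GST-tagged NR2E3 plus biotinylated RetCOR corepressor; Amount: 1.35 nM GST-tagged NR2E3 final; Dosing: single nominal compound dose of 4.8 µM; Schedule: 5 h incubation at 4 °C; Technique: TR-FRET with europium anti-GST and streptavidin-D2, 340 nm excitation; Controls: biotin wells as high control, 0.6% DMSO wells as low control.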
# TWEAK Fn14 block: TWEAK-Fn14 signaling inhibition; TWEAK-stimulated Fn14 reporter cells, luciferase luminescence, 8 h; inhibition, % at 10 µM; hit rate 2% among 360,000; AID 1159606; in the data active means inhibition above about 50%
# aDG glyco act: alpha-DG glycosylation activation | Pro5-aDG cells, alpha-DG glycosylation AlphaScreen (IIH6); 0% Pro5, 100% B10-LARGE cell signal | activation, % at 10 µM | hit rate 0.22% among 360,000 | AID 624168;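 active means activation of at least 8% versus controls, or a plate z-score of at least 8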;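 further: Pro5 are CHO cells carrying HIG-tagged alpha-DG that lacks glycosylation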
# NR2E3 ag-2: human photoreceptor-specific nuclear receptor agonism; CHO-S Gal4-NCOR/VP16-NR2E3 two-hybrid, luciferase; hit rate 0.35% among 360,000; Q9Y5X4; AID 602229; inhibition of corepressor binding, % at 3.98 µM;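 active means inhibition above the mean of all tested compounds plus 3 SD, cut at about 70% in these data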;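 further: 0% = DMSO with NR2E3 transfected cells and 100% = cells lacking NR2E3 construct; higher means lower luciferase signal from less NR2E3 corepressor binding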
# iPSC survival up: hiPSC single-cell survival enhancement; AID 602274; ATPlite luminescence; 100% = ROCK inhibitor wells, 0% = DMSO; survival enhancement, % at 20 µM; hit rate 0.044% among 360,000; in the data active means survival enhancement above about 18%;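 further: cells exposed to compounds for 16 hours before the ATP read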
# Shn3 inh set2: inhibitors of Schnurri-3 3'UTR reporter in osteoblasts | AID 588674 | Clone20 osteoblast Shn3 3'UTR firefly luciferase, 24 h | inhibition, % at 12.5 µM | hit rate 0.52% among 360,000;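 active means mean inhibition of at least 75% with every replicate also reaching 75%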;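 further: 0% = median of neutral control wells and 100% = pilot-screen positive control compound; some compounds past the cut are filed as inactive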
# KKLEB tox: CF airway cell cytotoxicity counter-screen. AID 602141. KKLEB CF airway cells viability, ATPlite luminescence, overnight; stronger effect = lower value; cells stimulated with P. aeruginosa culture filtrate. hit rate 0.36% among 360,000. activity change (cytotoxicity), % at 5 µM;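 active means corrected activity change at or below -50% at 5 µM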
# CF NFkB inh: blocks PAF-induced NF-kB reporter in cystic fibrosis cells. KKLEB NF-kB-GFP reporter, GFP fluorescence overnight. inhibition, % at 5 µM. hit rate 0.86% among 360,000;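 active means at least 50% inhibition at 5 µM, scaled per plate between neutral and stimulator controls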;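 further: PAF is a Pseudomonas aeruginosa culture filtrate used as stimulus; plate controls were PAF-stimulated DMSO wells for no effect and unstimulated DMSO wells for full effect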
# TRPM1 prom inh: inhibitors of MITF-driven TRPM1 promoter in melanoma cells. SK-MEL-5 TRPM1 promoter luciferase, 24 h. inhibition, % at 12.5 µM. hit rate 0.83% among 330,000;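 active means mean inhibition across replicates of 60% or more, whatever share of single replicates reaches that level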; further: values of inactives mirror those of a sister screen read the other way
# HIF-2a block: HIF-2a inhibition; 786-0 RCC cells HIF-2a reporter, luciferase luminescence, overnight; hit rate 0.72% among 360,000; inhibition, % at 18.8 µM;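 active means inhibition of the luminescence signal of 40% or more relative to plate controls, in a single-dose primary screen at 18.75 µM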
# Peg3 promoter: inhibitors of Peg3 promoter | HeLa PEG-Prom luciferase reporter, luminescence, overnight | AID 588405 | hit rate 1.7% among 360,000 | inhibition, % at 20 µM;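 active means inhibition of at least 50% at 20 µM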
# Active calls of the source: *; nt = no result given.
SMILES,NR2E3 ag-1,TWEAK Fn14 block,aDG glyco act,NR2E3 ag-2,iPSC survival up,Shn3 inh set2,KKLEB tox,CF NFkB inh,TRPM1 prom inh,HIF-2a block,Peg3 promoter
O=C(OCc1cn([C@H]2CN(C(=O)C3CCCCC3)[C@@H](c3ccc(Cl)cc3)C[C@@H]2O)nn1)c1ccccc1,nt,4.3,-0.2,-7.3,-2.6,15.6,7.9,-13.6,nt,-2.2,-9.9
Cc1cc2c(cc1C)CSC(c1ccccc1O)SC2,2.1,42.0,-0.3,4.3,-0.6,32.4,3.8,-24.3,-8.3,-3.2,1.4
O=[N+]([O-])c1cccc2cn[nH]c12,1.1,-4.5,0.2,-31.1,0.6,-5.5,-3.9,-2.3,10.9,8.7,5.2
COc1cc(Br)c(/C=C/c2ccc3cccc(O)c3n2)cc1OC,1.3,-21.9,-0.6,-16.7,-0.6,-10.8,-3.1,12.7,-3.2,-11.4,-47.2
O=S(=O)(Cc1ccccc1)N1CCN(Cc2c(F)cccc2Cl)CC1,nt,13.8,0.1,12.8,0.5,12.9,-7.4,22.6,-7.4,2.3,-6.7
Cc1cc(/C=N/NC(=O)c2cccc(N(C)C)c2)c(C)n1-c1cc(C(=O)O)cc(C(=O)O)c1,nt,-31.7,-0.1,-88.8,2.9,-1.2,4.9,-4.1,-0.6,-40.9,-19.4
CCOc1ncccc1C(=O)Nc1c(C)n(C)n(-c2ccccc2)c1=O,1.3,3.0,0.1,-7.6,-0.1,5.6,2.5,-22.1,8.6,-2.6,-9.0
O=C(COc1cc2oc(=O)c3c(c2cc1Cl)CCC3)N1C[C@H]2C[C@@H](C1)c1cccc(=O)n1C2,1.4,4.9,-0.3,-18.6,0.2,1.7,3.1,-19.9,3.5,8.2,-0.5
COc1cc(C(=O)OCC(=O)Nc2ccc(C(C)=O)cc2)ccc1OCC(=O)N1CCOCC1,3.6,-6.6,-0.2,0.1,1.2,-9.6,-4.7,-6.8,2.6,10.0,10.0
CCOC(=O)c1c(C)oc2ccc(OCC(N)=O)cc12,2.3,-7.7,-0.1,-15.9,-0.1,-1.5,-7.3,4.2,-6.1,-1.1,31.9
OCCNc1nc(Cl)nc(NCc2ccco2)n1,5.3,20.2,0.1,-7.0,-0.5,1.1,-13.4,27.5,4.5,-0.3,10.5
COc1ccc(NC(=O)CCC(=O)Nc2ccc3nc(N4CCOCC4)cc(C)c3c2)c(OC)c1,-1.9,-32.7,0.2,-10.4,-0.4,-31.8,3.5,-7.8,-59.8,-140.3,-148.7
C=CCn1ncc(OC)c(Cl)c1=O,5.8,10.9,0.1,-23.4,2.3,-3.1,7.9,5.5,-0.9,-14.5,7.8
O=C(OCCN1C(=O)c2ccccc2C1=O)c1ccccc1,0.0,-23.9,-0.1,-11.0,2.2,15.7,2.2,5.6,1.1,15.2,-24.8
O=C(O)c1ccc(S(=O)(=O)NCC2CCCCC2)cc1,nt,-1.9,-0.1,-16.5,-0.7,2.6,0.2,7.5,10.5,22.9,13.3
COc1ccc(CN2CCNC(=O)C2CC(=O)N(C)Cc2ccon2)cc1OC (stereo not given),2.6,4.0,0.2,-10.2,-2.1,15.5,-8.0,-18.4,2.0,0.2,11.0
CCOC(=O)N1CCN(C(=O)C2CCCN(c3ncnc4c3nc3n4CCCCC3)C2)CC1 (stereo not given),1.1,-17.2,0.1,-10.0,0.1,-1.4,-6.3,12.8,7.1,24.4,18.6
CCCCc1ccc(NC(=O)c2cnccn2)cc1,-0.7,64.4*,0.0,-90.8,-0.9,-9.7,-26.9,-8.2,-40.3,-95.6,-63.5
Cn1nc(C(F)(F)F)c(C(=O)Nc2ccc(F)cc2)c1Cl,1.2,18.1,-0.1,-10.6,2.2,-16.8,-0.1,-6.5,0.8,9.1,-0.1
COc1cccc(Nc2nc3ccccc3nc2NS(=O)(=O)c2cccs2)c1,-0.5,23.0,0.2,31.9,-2.2,9.6,0.1,24.3,10.9,-15.6,18.7
CCNC(=O)COC(=O)COc1ccc(Cl)cc1C,2.5,6.7,-0.2,-7.4,-0.8,-4.5,6.3,-8.0,14.0,9.2,-8.0
COc1cc(/C=C2\SC(=S)N(CCC(=O)Nc3ccccc3O)C2=O)cc(OC)c1OC,2.5,22.1,0.0,0.2,-0.7,5.9,6.3,4.5,4.5,12.2,20.1
O=C(Nc1ccccn1)c1cccc(S(=O)(=O)N2CCc3ccccc3C2)c1,-1.2,10.8,0.0,-2.5,-0.3,3.5,-13.7,1.7,-4.8,4.9,13.6
CCC(C(=O)NCCN1CCOCC1)n1c2ccccc2c2nc(=O)cc(C)n21 (stereo not given),-1.8,13.2,-0.3,-27.2,-0.4,-0.9,12.0,1.9,-1.1,12.2,2.6
COc1cc2c(cc1OC)C(c1cccc(Br)c1)NC(=O)C2 (stereo not given),nt,-30.0,0.1,15.5,-0.1,17.6,-3.6,6.0,3.5,15.0,-12.6

# Molecules from the list above that have a furan ring, fused or not, in the order listed:
SMILES,NR2E3 ag-1,TWEAK Fn14 block,aDG glyco act,NR2E3 ag-2,iPSC survival up,Shn3 inh set2,KKLEB tox,CF NFkB inh,TRPM1 prom inh,HIF-2a block,Peg3 promoter
CCOC(=O)c1c(C)oc2ccc(OCC(N)=O)cc12,2.3,-7.7,-0.1,-15.9,-0.1,-1.5,-7.3,4.2,-6.1,-1.1,31.9
OCCNc1nc(Cl)nc(NCc2ccco2)n1,5.3,20.2,0.1,-7.0,-0.5,1.1,-13.4,27.5,4.5,-0.3,10.5

# Continuation.
SMILES,NR2E3 ag-1,TWEAK Fn14 block,aDG glyco act,NR2E3 ag-2,iPSC survival up,Shn3 inh set2,KKLEB tox,CF NFkB inh,TRPM1 prom inh,HIF-2a block,Peg3 promoter
COc1ccc(S(=O)(=O)N2CCc3ccccc32)cc1C(=O)N(CC(C)C)C1CCS(=O)(=O)C1 (stereo not given),1.4,6.2,-0.1,-0.5,0.5,-6.6,12.1,-10.8,-7.0,5.0,1.9
O=C(c1ccc(-c2ccccc2)cc1)C1CCCN(C(=O)Cn2cncn2)C1 (stereo not given),-1.3,-14.3,0.4,-4.2,2.1,13.1,6.0,0.7,1.1,-3.0,-0.2
CC1=NN(C(N)=S)C(=O)C1N=Nc1c(C)n(C)n(-c2ccccc2)c1=O (stereo not given),-8.1,-6.6,0.1,-5.8,0.2,4.1,-29.5,16.6,15.7,10.3,11.9
COc1ccc(C(=O)NC2CC2)cc1OC1CCN(Cc2cc(C)cc(C)c2)CC1,2.9,-29.7,-0.2,-18.3,0.1,14.5,-7.2,0.7,11.4,12.2,-13.4
CCN(CC)C(=O)C1CCCN(C/C=C/c2ccccc2)C1 (stereo not given),1.7,-22.7,-0.1,3.3,-0.4,19.5,-16.7,-1.1,6.4,4.3,12.6
CN(C)CCNc1ncnc2c1ncn2[C@H]1CN(Cc2cccs2)C[C@@H](CO)O1,nt,-15.1,-0.3,-4.6,3.2,18.0,7.5,3.4,nt,-1.7,-2.8
COc1cc(CNCCNCC(C)O)ccc1OCc1ccc(Cl)nc1 (stereo not given),0.2,24.2,0.0,-25.7,3.1,-2.1,9.9,-12.0,-34.4,-7.2,-31.4
c1ccc(Cc2c(-c3ccco3)nc3c4ccccc4ccn23)cc1,nt,57.8*,-0.2,-97.1,-1.5,-100.7,-7.6,-2.3,nt,-224.0,-309.9
CC1CCN(S(=O)(=O)c2cn(CC(=O)N3CCN(c4cccc(C(F)(F)F)c4)CC3)cn2)CC1,2.7,15.1,0.4,17.8,-0.6,8.2,-9.7,-1.9,22.0,7.8,25.2
CN(CCO)c1nc(N)c2c(N)nc3c(c2c1C#N)CC(=O)N3Cc1cccs1,-0.9,-9.1,2.7,1.3,-1.5,2.3,12.1,-11.9,2.5,20.3,12.9
COc1ccccc1NC(=S)NC(=O)c1ccc(Cn2cc(Br)cn2)cc1,0.8,13.3,-0.1,5.1,-0.4,14.9,-27.5,18.5,-4.5,6.0,3.7
CCn1nc(C(=O)Nc2nc3ccc(C)cc3s2)c2ccccc2c1=O,1.7,-12.3,0.3,-11.5,1.9,6.1,-18.9,7.4,-8.5,-2.8,22.7
CC(=O)c1ccc(OCCn2cnc3ccccc32)cc1,-0.6,-0.9,0.5,-18.6,0.8,-1.9,6.2,8.9,-22.8,-36.5,3.3
COc1cc(-c2noc(C)c2C#CC2(O)CCCCC2)cc(OC)c1OC,-0.3,25.9,0.0,9.4,0.8,15.4,-16.5,-44.4,-7.8,-0.9,10.7
COCCN1CC(O)=C(c2nc3ccccc3c(=O)[nH]2)C1=N,3.2,1.4,-0.2,-3.0,-1.6,-3.3,13.1,5.9,-0.4,-22.3,-8.4
CCC1(c2ccc(F)cc2)NC(=O)NC1=O (stereo not given),4.2,27.5,-0.1,-7.8,-0.5,7.8,1.3,10.4,6.1,0.3,-16.5
COCCn1nnnc1C(c1cccs1)N1CCN2CCCC2C1 (stereo not given),-0.9,12.9,0.2,1.2,1.7,-5.3,-8.0,7.8,0.2,11.4,2.0
Cc1[nH]c(=O)[nH]c(=O)c1NS(=O)(=O)c1ccc2c(c1)CCCC2,4.3,4.3,-0.2,21.8,-0.8,3.6,-21.2,8.8,16.4,7.3,13.6
NS(=O)(=O)c1ccc(CCNC(=O)c2ccc3c(=O)n4c(nc3c2)CCCCC4)cc1,nt,6.0,0.0,-10.0,0.5,-4.1,4.0,8.5,-9.4,8.2,5.4
Cc1nn(CC(=O)N2CCN(C)CC2)c(=O)c2c1sc1ccccc12,-2.0,8.1,-0.2,10.1,0.3,3.4,-1.6,-9.8,3.3,3.4,2.1
COc1ccc2[nH]c3c(c2c1)CN(C)CC3,0.6,1.9,-0.5,-19.4,-0.1,6.2,10.1,10.2,-4.8,16.3,5.4
Cc1ccc2c(CC(=O)NNC(=O)c3ccccc3)coc2c1,6.4,-22.1,0.0,-11.6,2.1,4.8,1.6,4.5,7.7,-15.9,-10.3
Cc1cc(OC(C)C(=O)N(Cc2ccco2)C2CCS(=O)(=O)C2)ccc1Cl (stereo not given),2.1,0.5,0.1,1.3,-1.2,-9.7,14.0,-13.9,-5.0,4.2,4.0
CCc1ccccc1NC(=O)CSC1=C(C#N)C(c2ccc(O)c(OC)c2)C2=C(CCCC2=O)N1 (stereo not given),3.5,15.9,0.2,-14.5,2.9,-20.4,-4.2,1.9,7.5,20.4,7.2
C=CCCC(=O)N(C)CCO,-2.1,16.4,-0.2,-21.2,-1.7,-6.7,-5.7,14.2,-3.0,6.0,10.6
COC(=O)CN1C(=O)[C@H]2[C@@H](c3ccc(C)o3)N3C(=O)CN(Cc4ccccn4)C(=O)[C@@]3(C)[C@H]2C1=O,-0.7,-10.2,0.3,15.6,-0.4,-25.4,-6.6,-4.2,1.2,2.6,7.3
Cc1ccc(NS(=O)(=O)c2cc(C(=O)NCc3ccncc3)ccc2C)cc1,nt,2.1,0.0,-19.9,-0.2,21.6,17.0,-7.2,5.8,22.0,18.9
